Source: PubChem BioAssay (The Scripps Research Institute Molecular Screening Center)
TTR transcr act: increases transthyretin transcription; SH-SY5Y TTR promoter Gaussia luciferase, luminescence; 100% = recombinant luciferase protein wells; activation, % at 16.7 µM; 1.3% of 92,000 active;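 active = activation above the mean of all tested compounds plus 3 SD, cut at about 9.5% in these data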;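 also: cells exposed to compounds for one day before reading; 0% = median of all test compound wells on the plate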
* = called active by the depositor; & = joins results of further samples.

molecule | TTR transcr act
COc1ccc(OC)c(S(=O)(=O)N2CCN(C(=O)CCc3ccccc3)CC2)c1 | -2.1
O=C(NCc1ccco1)c1ccc(COCC(F)(F)F)cc1 | 2.6
CC1CCCCN1S(=O)(=O)c1ccc(C(=O)Nc2nnc(-c3ccncc3)o2)cc1 (configuration not stated) | 0.8
COCCNC(=O)C1(C)CCCN(C(=O)c2ccc(C(=O)OC)cc2)C1 (configuration not stated) | 1.3
O=C(O)c1ccccc1-c1ccccc1C(=O)Nc1ccc2c(c1)CCC2 | -0.8
CC1=C(C(=O)OCC2CCCO2)C(c2ccncc2)C2=C(CCCC2=O)N1 (configuration not stated) | 2.7
Cc1ccc(-c2noc(N=O)c2NO)cc1 | -1.2
COc1ccc2oc(=O)c(C(=O)NCC3CCCO3)cc2c1 (configuration not stated) | -0.8
Cc1ccc(CNC(=O)COC(=O)[C@@H]2CC(O)CN2S(=O)(=O)c2ccc3c(c2)OCCO3)cc1 (some centres not stated) | 3.5
O=C(Nc1ccc2c(c1)OCO2)C1Cc2ccccc2CN1S(=O)(=O)c1cccs1 (configuration not stated) | 0.5
O=c1cc(C(F)(F)C(F)F)oc2ccccc12 | 3.6
CNc1ccccc1/C(O)=C(\C#N)C(=O)NCc1cccs1 | -1.6
COc1ccc(NC(=O)c2cc(-c3ccc4c(c3)OCO4)on2)cc1OC | 1.2
Cc1nn(C)c(C)c1S(=O)(=O)N(CC(=O)NCCN1CCOCC1)c1ccc(C(C)C)cc1 | 1.4
Cc1ccc(CSCC(=O)N/N=C/c2cccc(OC3CSC3)c2)cc1 | -2.1
O=C(COC(=O)c1cccc(S(=O)(=O)N2CCCC2)c1)Nc1ccccc1C(F)(F)F | -1.4
CCC1CCCCN1C(=O)n1ncc(C(O)(c2ccccc2)c2ccccc2)n1 (configuration not stated) | -0.1&-2.8
CC(=O)C(C(C)=O)C(NC(=O)c1cccnc1)(C(F)(F)F)C(F)(F)F | 1.5
O=Cc1c(NCCN2CCCC2)c2ccccc2[nH]c1=O | 1.3
O=C1CC(c2ccccc2)CC(=O)C1=CN1CCCC1 (configuration not stated) | 1.1
COc1ccc(-c2ccc(C(=O)NC(C)C)c3occc23)c(C)c1 | 6.0
COCCN(C(=O)CCC(=O)Nc1cc(C)on1)C(C(=O)NC1CCCC1)c1ccc(C)cc1 (configuration not stated) | 0.2
COc1ncnc2c1ncn2CCCNCC(C)c1ccccc1 (configuration not stated) | 0.5
c1ccc2c(c1)Cc1cc(CN3CCOCC3)ccc1-2 | 1.0
COc1cc(/C=N/NC(=O)C(=O)NCc2ccco2)ccc1O | 2.2

Shown field by field: entries from further up.
compound: COc1ccc2oc(=O)c(C(=O)NCC3CCCO3)cc2c1 (configuration not stated)
  TTR transcr act: -0.8
compound: Cc1ccc(CNC(=O)COC(=O)[C@@H]2CC(O)CN2S(=O)(=O)c2ccc3c(c2)OCCO3)cc1 (some centres not stated)
  TTR transcr act: 3.5
compound: O=C(Nc1ccc2c(c1)OCO2)C1Cc2ccccc2CN1S(=O)(=O)c1cccs1 (configuration not stated)
  TTR transcr act: 0.5
compound: O=c1cc(C(F)(F)C(F)F)oc2ccccc12
  TTR transcr act: 3.6

More structures
molecule | TTR transcr act
Cc1cc(C)c2c3c(sc2n1)C(=O)N(Cc1ccccc1)CC(=O)N3 | -1.2
O=C(CSc1nnc(-c2ccc(Cl)cc2)o1)N1CCOCC1 | 4.5
COc1ccc(Br)cc1CN(C)CC(=O)Nc1ccccc1Cl | 0.6
COc1cccc(C2NC(=O)c3sc(=S)n(-c4ccccc4)c3N2)c1 (configuration not stated) | 4.3
Cc1ccc(-n2nnnc2SCC(=O)N2CCc3ccccc3C2)c(C)c1 | -0.1
CCOc1ccc(-n2cc(-c3ccccc3)c3c(=S)nc[nH]c32)cc1 | -0.3
O=C1C(C2=NC(c3ccccn3)C3C(=O)N(c4ccc(OC(F)(F)F)cc4)C(=O)C23)=C(O)c2ccccc21 (configuration not stated) | -2.1
Cc1cc(NC(=O)CSc2nnc(-c3cccs3)n2N)no1 | 2.7
CCn1c2ccccc2c2cc(NC(=O)c3ccco3)ccc21 | 1.0
Cc1oc(S(=O)(=O)N(C)C)cc1C(=O)Nc1ccc(F)cc1 | -1.2
CCn1c(SCC(=O)NCc2ccco2)nnc1-c1ccc(N)cc1 | -1.2
O=C(O)COn1c(-c2ccccc2)nc2ccc([N+](=O)[O-])cc21 | 0.7
COc1ccc2[nH]cc(C(=O)CN3CCN(C/C=C/c4ccccc4)CC3)c2c1 | 1.9
O=C(COC(=O)Cc1ccc(Cl)cc1)Nc1c(F)cccc1F | 6.9
N#Cc1ccc(C(=O)NCC(c2ccco2)N2CCCCC2)cc1 (configuration not stated) | -1.9
CC(Oc1ccc2ccc(=O)oc2c1)C(=O)NCC1CCC(C(=O)O)CC1 (configuration not stated) | -0.7
C=CCc1cc(Cl)ccc1OC(=O)Nc1cccc(Cl)c1 | 0.6
O=C1N[C@@H](Cc2c[nH]c3ccccc23)COC(=O)[C@H](Cc2ccc(F)cc2)C/C=C\C[C@H]1CC(=O)N(CCO)Cc1ccccc1 | -1.7
O=c1[nH]cnc2c1C1(CCCC1)Cc1ccccc1-2 | -1.3
C=CC[C@H](CC(=O)N(CCO)Cc1ccccc1)C(=O)NC[C@H](OC(=O)[C@@H](CC=C)CC(=O)OC(C)(C)C)c1ccccc1 | -0.8
Cc1cccc(C(=O)OCC(=O)c2ccc3c(c2)OCO3)c1O | 0.8
CCn1c(NC(=O)c2ccccc2)nc2ccccc21 | -1.5
O=C(NCc1ccccc1F)c1cccs1 | -1.1
C[C@@H]1CN([C@H](C)CO)C(=O)CCCn2nncc2CO[C@H]1CN(C)C(=O)c1ccncc1 | -2.0
COc1ccc(OC)c(S(=O)(=O)n2nc(C)cc2C)c1 | 0.6

Retrieved one by one from above (three):
molecule | TTR transcr act
C=CCc1cc(Cl)ccc1OC(=O)Nc1cccc(Cl)c1 | 0.6
CCn1c(SCC(=O)NCc2ccco2)nnc1-c1ccc(N)cc1 | -1.2
C[C@@H]1CN([C@H](C)CO)C(=O)CCCn2nncc2CO[C@H]1CN(C)C(=O)c1ccncc1 | -2.0

The list continues.
molecule | TTR transcr act
C/C(=N\Nc1nc2ccccc2[nH]1)c1ccc(C)o1 | -2.2
C=CCn1c(COc2ccc(F)cc2)nnc1SC(C)C(=O)NCC1CCCO1 (configuration not stated) | 0.1
O=S(=O)(c1ccc(SCCOc2ccc(Br)cc2)nc1)N1CCCC1 | -1.9
Cc1ccc(Nc2nc3c(c(=O)[nH]c(=O)n3C)n2Cc2ccc(F)cc2)cc1 | -3.9
Cc1nc2[nH]c(=O)c3c(n2n1)NC1=C(C(=O)CC(C)(C)C1)C3c1ccccc1 (configuration not stated) | -0.9
CCN1CCN(C(CCc2ccccc2)C(=O)NC2CCCCC2)CC1 (configuration not stated) | 2.1
C=CCNC(=O)C(C(=O)OCC)C1CCCCC1 (configuration not stated) | -0.7
CC1(C)CCc2cc(-c3ccnc(=S)[nH]3)ccc2O1 | -1.3
Cc1ccc(-n2nc3c(c2NC(=O)C2CC2)CS(=O)(=O)C3)cc1 | -1.4
O=C(CN1C(=O)C(=O)c2ccccc21)c1ccc(Cl)cc1 | 3.8
C=CCN=c1scc(-c2ccco2)n1/N=C/c1ccc(O)c(O)c1O | -3.2
O=S(=O)(Nc1ccc(F)cc1)c1cccc2nsnc12 | 1.6
CCc1ccccc1Nc1cc(C(=O)NCc2ccccn2)c2ccccc2n1 | -1.5
CC1=C/C(=N\NC(=O)c2ccccc2)CC1 | 1.2
COc1cccc(CNC(=O)c2nnn(CC(=O)Nc3cccc(C)c3)c2N)c1 | -0.3
COc1ccc(S(=O)(=O)NC2(C(F)(F)F)NC(=O)N(CCc3ccc(OC)c(OC)c3)C2=O)cc1 (configuration not stated) | 4.0
N/C(=N\OC(=O)CCCOc1ccccc1)c1ccncc1 | 0.8
O=C(CCc1cccc(Cl)c1)N1CCCC(Nc2ccccc2)C1 (configuration not stated) | -0.6
Cn1cnc([N+](=O)[O-])c1Sc1ncnc2nc[nH]c12 | 2.0
CN1CCN(C2CN(Cc3ccccc3)S(=O)(=O)C2)CC1 (configuration not stated) | 8.3
COc1ccccc1/C=N\NC(=O)c1c(C)nc2ccc(Cl)cn12 | -1.0
Cc1ccc(-n2c(=O)c3sccc3n(CC(=O)NC3CCCCC3)c2=O)cc1 | 2.4
Cc1cccc(OCC(=O)NNC(=O)CCc2ccccc2)c1 | -0.2
Cc1oc2c(c1C(=O)c1ccccc1)C(=O)C(=O)c1ccccc1-2 | -15
COC(=O)[C@@]1(C(C)C)N=C(c2cc(OC)c(OC)c(OC)c2)[C@]2(O1)C(=O)N(Cc1cn(-c3ccccc3)nn1)c1cccc(Cl)c12 | -1.1
O=C(NCc1nnc(SCC(=O)N2CCOCC2)o1)c1cccs1 | 0.4
CCCc1ccc(Oc2c(-c3ccc(O)c(C)c3O)n[nH]c2C)cc1 | 0.2
Cc1ccc2c(CC(=O)NCC(C)(C)N3CCOCC3)coc2c1 | 5.3
COc1ccc(CC(=O)OCc2nnc(C3COc4ccccc4O3)o2)cc1OC (configuration not stated) | -0.8
O=C(NCc1ccncc1)C1CCCCC1 | -0.8
Cc1ccc(S(=O)(=O)N2CCCN(c3nccc(C(F)(F)F)n3)CC2)cc1 | 1.7
Cc1ccccc1N1C(=O)CN(Cc2sccc2C)C1=S | -0.8
COc1cc2sc3ccc(-c4ccc5[nH]ccc5c4)cc3c(=O)c2cc1OC | 0.0
CCCCC#Cc1cncc(C(=O)N/N=C/c2cccc(OC)c2)c1 | -2.0
Cc1ccc(Cn2c(N/N=C/c3ccncc3)nc3c2c(=O)n(C)c(=O)n3C)cc1 | -2.2
Cc1onc(-c2ccccc2)c1C(=O)NNC(=S)NC(=O)c1ccc(Cl)cc1Cl | 1.0
Cc1ccc(C)c(C(=O)OCC(=O)Nc2cccc(S(=O)(=O)N3CCCCC3)c2)c1 | -5.0
CC(C)=C1CCC(C)CC1=NNC(N)=S (configuration not stated) | -0.6
CCOc1cc(Cl)c(CNCCCN2CCOCC2)cc1OC | 2.4
CC1CCN(C(=O)c2[nH]cnc2C(=O)Nc2ccon2)CC1 | 0.7
CC(=O)Nc1cccc(-c2ccnc3c2CC(C)(C(=O)NCc2ccncc2)O3)c1 (configuration not stated) | -0.3
COc1ccccc1C(=O)N1CCNC(=O)C1CC(=O)Nc1ccc(Cl)cc1 (configuration not stated) | -0.1
CC1CCCC/C1=N\NC(=S)Nc1ccccc1 (configuration not stated) | 0.0
CC1(C)CC(=O)c2sc(N)nc2C1 | 0.5
COc1ccccc1-c1csc(NC(=O)c2cc(-c3cccs3)nc3ccccc23)n1 | 0.2
Cc1onc(-c2ccccc2)c1C(=O)c1ccccc1 | -2.2
CCN1CCN(S(=O)(=O)c2ccc(Cl)c(C(=O)N(CC(C)C)C3CCS(=O)(=O)C3)c2)CC1 (configuration not stated) | 2.9
COc1ccc(N=Cc2c(C)[nH][nH]c2=O)cc1 | 5.3
CCOc1ccc(C(=O)NCCC2=CCCCC2)cc1OCC | -2.6
COc1ccc(N2CCN(c3ncnc4scc(-c5ccccc5)c34)CC2)cc1 | -1.1

Later entries:
molecule | TTR transcr act
CCOc1ccc(NC(=O)CN(C)C(=O)c2sc3ccccc3c2Cl)cc1OCC | -0.6
O=C(NCc1cccc(C(F)(F)F)c1)c1cccc(S(=O)(=O)N2CCN(Cc3ccccc3)CC2)c1 | -1.0
O=C(NCC1CCCO1)c1ccc(NC(=O)c2ccc(Br)cc2)cc1 (configuration not stated) | -1.1
Cn1cc(CCNCc2cn[nH]c2-c2ccc(-c3ccccc3)cc2)cn1 | 1.6
N#CCC(=O)Nc1ccc(C(=O)OCc2ccccc2Oc2ccccc2)cc1 | -1.5
CCOC(=O)Nc1ccc2c(c1)N(C(=O)CN(CC)CC)c1ccccc1C=C2 | -0.7
CCOCCCNC(=S)N(CCN(C)C)Cc1cc2cc3c(cc2[nH]c1=O)OCCO3 | -0.4
CC(=O)N1c2ccccc2N(Cc2ccc(C)cc2C)C(=O)C1(C)C | 0.5
O=C(NNc1ccc([N+](=O)[O-])cn1)Nc1ccc(N=Nc2ccccc2)cc1 | 0.1
Cc1ccc(NC(=O)CCNC(=O)c2ccco2)cc1Cl | 0.2
COc1ccccc1OCCC(=O)OCC(=O)Nc1ccc2c(c1)OCO2 | -1.2
COC(=O)[C@]12C[C@H](CC(=O)N3CCCCC3)C(=O)N(Cc3ccco3)C1=C[C@H](COCc1ccccc1)O[C@@H]2C | -0.5
Cc1ccc2c(c1)C(O)(CC(=O)c1cccc(-n3cccc3)c1)C(=O)N2 (configuration not stated) | 1.4
O=C(O)[C@H]1CCCC[C@H]1C(=O)Nc1cc([N+](=O)[O-])ccc1F | 0.9
CC(C(=O)N1CCN=C1c1ccccc1)N1C(=O)c2ccccc2C1=O (configuration not stated) | -0.9
O=C(CSc1nc2cc(Cl)ccc2s1)NC1CCCc2ccccc21 (configuration not stated) | 0.5
COC(=O)Nc1nnc(/C=C/c2ccccc2)s1 | 0.1
O=C(O)CCn1c(=O)[nH]c2ccccc2c1=O | -1.1
CCN(CC)S(=O)(=O)c1ccc(/C=C/C(=O)Nc2ccc(F)cc2F)cc1 | -5.6
Cc1cc(Cl)c(S(=O)(=O)NCc2cccnc2)cc1OCC(N)=O | 2.9
CC(NCc1ccc2c(c1)OCO2)c1ccccc1 (configuration not stated) | -1.7
O=c1[nH]c2ccc(NC(=S)Nc3ccc(F)cc3)cc2[nH]1 | 0.3
COc1cc(C=C2C(=O)OC(C)(C)OC2=O)ccc1OCC(=O)Nc1ccccc1 | 2.1
COC(=O)c1cccc(NC(=O)c2cc3ccccc3o2)c1 | -1.3
CCN(CC)CCCNC(=O)Cn1nc(-c2ccccc2)ccc1=O | -0.7

An excerpt, so the mix of outcomes need not match the whole.
